Source: PubChem
GLS inh: glutaminase GLS (human) inhibition; O94925; Potency, µM (titrated, usually from 45.5 µM), without a hit: at the top dose activity change, negative = inhibition, hits mostly inhibitors; GLS enzymatic activity, qHTS titration; 410,000 tested, 0.21% active; AID 624170; also: potency is read from the fitted curve at half-maximal effect; % is scaled to controls: 0 for no effect and ±100 for the full control effect
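Assay buffer: 45 mM KH2PO4 pH 8.2, 0.02% Tween-20. hKGA acts on L-glutamine (1 mM solution added); product glutamate is reported by an oxidase/peroxidase Amplex Red coupling, with fluorescence taken at baseline and 30 min.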
HP1b chromo inh: HP1-beta chromodomain-methylated histone interaction inhibition | P83916 | AlphaScreen HP1-beta / biotin-H3K9me3 peptide binding | Potency, µM (series often up to 114 µM), inactives show at the top dose activity change, negative = inhibition, usual class: inhibitors | 390,000 tested, 0.56% active | AID 540317; also: potency is read from the fitted curve at half-maximal effect; nearly all actives have a fitted effect of over 70% in size; inactives centre near 23
Target sequence (P83916 whole entry, looked up): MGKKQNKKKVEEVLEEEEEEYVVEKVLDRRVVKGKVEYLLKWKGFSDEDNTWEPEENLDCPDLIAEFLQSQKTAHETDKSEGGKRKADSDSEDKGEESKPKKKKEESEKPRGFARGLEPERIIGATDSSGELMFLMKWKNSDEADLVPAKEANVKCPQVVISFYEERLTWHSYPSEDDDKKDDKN
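AlphaScreen: HP1-beta (50 nM) preformed 30 min with biotin-H3(1-18)K9me3 peptide (50 nM) in PBS pH 7.4, 0.01% Tween-20. Compound added for 30 min at RT, then streptavidin donor/nickel chelate acceptor beads (10 ug/mL) for 30 min.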
PI4K2A block: inhibitors of human PI4K2A. Q9BTU6. purified PI4K2A, ADP-Glo luminescence, 1 h; active compounds read low. activity change, negative = inhibition, % at 76.9 µM. 420,000 tested, 0.13% active. AID 1346378; in the data active = activity change below about -50%; inconclusive = mostly about -30% to -49%;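 also: -100% = wells without enzyme as full effect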
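In this quantitative HTS, ADP production by PI4K2A was quantified luminescently after 1 h at ambient temperature; 100 microM adenosine served as plate-quality control.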
JMJD2A Tudor inh: blocks the human JMJD2A Tudor domain | O75164 | AlphaScreen JMJD2A-Tudor / H3K4me3 peptide binding | Potency, µM (titrated, usually from 114 µM), for the others: at the top dose activity change, negative = inhibition, most hits filed as inhibitors | 390,000 tested, 4.4% active | AID 504339; also: potency is read from the fitted curve at half-maximal effect; % is scaled to controls: 0 for no effect and ±100 for the full control effect; nearly all actives have a fitted effect of over 50% in size
POLH inh: inhibitors of human DNA polymerase eta; Q9Y253; recombinant Pol eta, fluorescent DNA replication assay; Potency, µM (top dose mostly 114 µM), inactives show at the top dose activity change, negative = inhibition, actives largely listed as inhibitors; 390,000 tested, 1.2% active; AID 588591; also: potency is read from the fitted curve at half-maximal effect; % is scaled to controls: 0 for no effect and ±100 for the full control effect
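Pol eta at 10 nM preincubated with compounds 15 min at room temperature; reaction started with fluorescent substrate (50 nM final) and read kinetically at 0 and 10 min.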
BAZ2B inh: BAZ2B (human) inhibition | Q9UIF8 | AlphaScreen BAZ2B-H3K14Ac peptide displacement | Potency, µM (series often up to 114 µM), for the others: at the highest dose activity change, negative = inhibition, usual class: inhibitors | 360,000 tested, 4.4% active; also: potency is read from the fitted curve at half-maximal effect; % is scaled to controls: 0 for no effect and ±100 for the full control effect; nearly all actives have a fitted effect of over 60% in size
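Protein-peptide AlphaScreen: BAZ2B 50 nM, b-H3K14Ac 50 nM, 1x PBS pH 7.4 + 0.01% Tween-20. Preincubation 30 min RT; cpd 30 min RT (top 110 uM); beads 20 min RT, light-protected.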
Pin1 inh: blocks the human prolyl isomerase Pin1; Pin1 FP peptide displacement, HiFluor488, 10 min; Potency, µM (top dose mostly 115 µM), without a hit: top-dose activity, negative = inhibition, usual class: inhibitors; 390,000 tested, 0.009% active; AID 504891; active = well fitted inhibition curve with a large enough effect in the polarisation, with a control signal flat, not every such curve was filed as active; inconclusive = small, poorly fitted or top-dose-only effect, or effect the other way, or a change in a side signal; inactive = no such curve, though single readings can be large or run the other way; the % refers to the polarisation; also: potency is read from the fitted curve at half-maximal effect; % is scaled to controls: 0 for no effect and ±100 for the full control effect
Target sequence (Q13526 whole entry, looked up): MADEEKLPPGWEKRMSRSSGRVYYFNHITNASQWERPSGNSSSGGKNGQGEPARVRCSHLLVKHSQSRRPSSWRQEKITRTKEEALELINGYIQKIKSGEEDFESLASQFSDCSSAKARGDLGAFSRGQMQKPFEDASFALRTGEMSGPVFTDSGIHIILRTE
PGK inhibitor: blocks T. brucei phosphoglycerate kinase. P07378. Potency, µM (series often up to 57.5 µM), inactives show at the highest dose activity change, negative = inhibition, hits mostly inhibitors. PGK/GAPDH coupled, Kinase-Glo luminescence, 60 min. 380,000 tested, 0.043% active; also: potency is read from the fitted curve at half-maximal effect; % is scaled to controls: 0 for no effect and ±100 for the full control effect; nearly all actives have a fitted effect of over 60% in size
Target sequence (P07378 whole entry, looked up): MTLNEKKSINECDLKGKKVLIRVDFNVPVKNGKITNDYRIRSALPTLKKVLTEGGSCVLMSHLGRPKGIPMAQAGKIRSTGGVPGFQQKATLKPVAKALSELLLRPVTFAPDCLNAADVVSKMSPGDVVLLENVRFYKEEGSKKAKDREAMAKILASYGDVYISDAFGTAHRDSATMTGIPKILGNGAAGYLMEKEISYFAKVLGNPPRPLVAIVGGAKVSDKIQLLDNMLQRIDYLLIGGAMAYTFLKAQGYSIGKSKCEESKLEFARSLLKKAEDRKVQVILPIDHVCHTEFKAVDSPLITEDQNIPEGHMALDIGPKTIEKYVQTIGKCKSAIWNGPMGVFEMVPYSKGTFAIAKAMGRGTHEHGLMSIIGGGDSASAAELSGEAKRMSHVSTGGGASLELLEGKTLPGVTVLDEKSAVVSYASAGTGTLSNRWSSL
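Recombinant glycosomal PGK reaction used 1,3-bisphosphoglycerate generated in-well by GAPDH (100nM final) in 100mM TEA pH 7.6, 5mM MgCl2, 0.01% Tween-20. After 60 minutes at room temperature, ATP was read by Kinase-Glo Plus luminescence end-point.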
G9a block: G9a (human) methyltransferase inhibition; G9a H3K9 monomethylation, AlphaScreen, 2 h; Potency, µM (doses to about 102 µM), inactives show top-dose activity, negative = inhibition, actives largely listed as inhibitors; 350,000 tested, 8.8% active; also: potency is read from the fitted curve at half-maximal effect; % is scaled to controls: 0 for no effect and ±100 for the full control effect; nearly all actives have a fitted effect of over 75% in size
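AlphaScreen detection with an anti-monomethyl H3K9 antibody quantified product after a 2 h room-temperature reaction containing 500 nM biotinylated H3K9 peptide, 20 µM SAM and 20 nM enzyme, which had been preincubated 15 min with compound.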
An asterisk follows results filed as active; i = inactive; ? = inconclusive; . = no result given; [ ] = dose if it differs, or a comment. Unless noted, calls follow the shape of the dose curve; as a rule, active = well fitted curve in the direction sought with a large enough effect; inconclusive = small, poorly fitted or top-dose-only effect, or another doubt; inactive = no such curve, though single readings can be large; an effect the other way counts as inactive or inconclusive.

SMILES	GLS inh	HP1b chromo inh	PI4K2A block	JMJD2A Tudor inh	POLH inh	BAZ2B inh	Pin1 inh	PGK inhibitor	G9a block
N#CC1=C2N=C(N)c3ccccc3N2C2=C(C(=O)CCC2)C1c1ccc(F)cc1 (centres undefined)	7%	3%	0	?	-23%	-35%	4%	-1%	-35%
CS(=O)(=O)N(Cc1ccc(C(=O)Nc2ccccc2Sc2ccccc2)cc1)c1ccccc1	3%	26%	1	-2%	-5%	-3%	7%	7%	7%
CCOC(=O)c1c(C)oc2ccc(N(C(C)=O)S(=O)(=O)c3c(C)cc(C)cc3C)cc12	-10%	15%	7	-11%	-12%	3%	0%	-2%	-2%[59 µM]
CCc1ccc(C(=O)c2cn(CC(=O)Nc3ccc(OC)c(Cl)c3)c3nc(C)ccc3c2=O)cc1	-14%	9%	0	1%	-20%	1%	30%	-3%	4%[59 µM]
CC1CCN(CC(=O)N2CC(=O)Nc3ccccc32)CC1	-8%	31%	-1	-1%	-13%	-4%	-1%	-12%	2%[59 µM]
COc1ccccc1C(=O)NC(=O)Nc1ccc(-n2nc(C(F)(F)F)cc2C(F)(F)F)cc1	0%	39%	-2	-7%	-4%	-9%	0%	-10%	7%[59 µM]
Cn1cc(-c2nc3ccccc3[nH]2)c2ccccc21	2%	31%	-4	0%	-19%	-3%	-2%	-4%	-7%[59 µM]
CN(C)CC1C2CCC(C2)C1O (centres undefined)	-17%	20%	-4	-8%	-6%	.	-4%	i	.
Cc1ccc([N+](=O)[O-])cc1NC(=O)Cc1ccc(F)cc1	3%	10%	-2	-3%	-4%	10%	14%	-10%	-6%
COc1ccc(NC(=S)N/N=C/c2cccn2Cc2ccccc2F)cc1	-24%	22%	5	-5%	-18%	-19%	6%	-5%	?
CCOc1ccccc1NC(=O)/C=C/c1ccccc1[N+](=O)[O-]	10%	9%	-1	-30%	?	-31%	-5%	i	?
COc1ccc(/C=C/C(=O)OCC(=O)Nc2nnc(-c3ccccc3)o2)c(OC)c1	-1%	.	-2	.	-13%	.	.	3%	.
CCOC(=O)C(NC(=O)CC)(Nc1cc(C)on1)C(F)(F)F (centres undefined)	-3%	20%	-2	11%	-11%	-17%	2%	i	-30%[12.7 µM]
CCC(=O)Nc1ccc(C(=O)N/N=C/c2ccc([N+](=O)[O-])cc2)cc1	3%	29%	5	-20%	-12%	-4%	-2%	6%	-7%
CCc1cccc2c(C(=O)CN3C(=O)NC4(CCCCC4)C3=O)c[nH]c12	3%	12%	0	-25%	-17%	.	1%	1%	.
O=C(Nc1ccc(C(=O)N2CCN(c3cccc(Cl)c3)CC2)cc1)c1nsc2ccccc12	-1%	20%[57 µM]	-2	-9%	-10%	0%	21%	-10%	-3%[59 µM]
C=CCNC(=O)/C=C/c1c(F)cccc1Cl	2%	18%	-2	-7%	-9%	1%	-1%	-2%	16%[59 µM]
Cc1cc(N2CCOCC2)n2nc(C)c(-c3ccccc3)c2n1	4%	43%	-9	5%	-18%	20%	7%	-17%	30%
COc1ccc(N(CC(=O)NC2CCCCC2)C(=O)CCC(=O)Nc2nc(C)cs2)cc1	6%	2%	-19	-11%	-4%	-11%	0%	-1%	-4%[59 µM]
COC(=O)CN(c1ccccc1)S(=O)(=O)c1cc(Br)ccc1OC	1%	39%[activator]	6	-17%	-21%	-1%	-3%	-6%	23%

15 compounds out of the list, arranged by number of heavy atoms, lowest first.
SMILES	GLS inh	HP1b chromo inh	PI4K2A block	JMJD2A Tudor inh	POLH inh	BAZ2B inh	Pin1 inh	PGK inhibitor	G9a block
CN(C)CC1C2CCC(C2)C1O (centres undefined)	-17%	20%	-4	-8%	-6%	.	-4%	i	.
C=CCNC(=O)/C=C/c1c(F)cccc1Cl	2%	18%	-2	-7%	-9%	1%	-1%	-2%	16%[59 µM]
Cn1cc(-c2nc3ccccc3[nH]2)c2ccccc21	2%	31%	-4	0%	-19%	-3%	-2%	-4%	-7%[59 µM]
Cc1ccc([N+](=O)[O-])cc1NC(=O)Cc1ccc(F)cc1	3%	10%	-2	-3%	-4%	10%	14%	-10%	-6%
CCOC(=O)C(NC(=O)CC)(Nc1cc(C)on1)C(F)(F)F (centres undefined)	-3%	20%	-2	11%	-11%	-17%	2%	i	-30%[12.7 µM]
Cc1cc(N2CCOCC2)n2nc(C)c(-c3ccccc3)c2n1	4%	43%	-9	5%	-18%	20%	7%	-17%	30%
COC(=O)CN(c1ccccc1)S(=O)(=O)c1cc(Br)ccc1OC	1%	39%[activator]	6	-17%	-21%	-1%	-3%	-6%	23%
CCC(=O)Nc1ccc(C(=O)N/N=C/c2ccc([N+](=O)[O-])cc2)cc1	3%	29%	5	-20%	-12%	-4%	-2%	6%	-7%
CCc1cccc2c(C(=O)CN3C(=O)NC4(CCCCC4)C3=O)c[nH]c12	3%	12%	0	-25%	-17%	.	1%	1%	.
COc1ccc(NC(=S)N/N=C/c2cccn2Cc2ccccc2F)cc1	-24%	22%	5	-5%	-18%	-19%	6%	-5%	?
N#CC1=C2N=C(N)c3ccccc3N2C2=C(C(=O)CCC2)C1c1ccc(F)cc1 (centres undefined)	7%	3%	0	?	-23%	-35%	4%	-1%	-35%
COc1ccc(/C=C/C(=O)OCC(=O)Nc2nnc(-c3ccccc3)o2)c(OC)c1	-1%	.	-2	.	-13%	.	.	3%	.
CCOC(=O)c1c(C)oc2ccc(N(C(C)=O)S(=O)(=O)c3c(C)cc(C)cc3C)cc12	-10%	15%	7	-11%	-12%	3%	0%	-2%	-2%[59 µM]
COc1ccc(N(CC(=O)NC2CCCCC2)C(=O)CCC(=O)Nc2nc(C)cs2)cc1	6%	2%	-19	-11%	-4%	-11%	0%	-1%	-4%[59 µM]
O=C(Nc1ccc(C(=O)N2CCN(c3cccc(Cl)c3)CC2)cc1)c1nsc2ccccc12	-1%	20%[57 µM]	-2	-9%	-10%	0%	21%	-10%	-3%[59 µM]

More compounds follow:
SMILES	GLS inh	HP1b chromo inh	PI4K2A block	JMJD2A Tudor inh	POLH inh	BAZ2B inh	Pin1 inh	PGK inhibitor	G9a block
Cc1ccccc1OCCn1c(CCNC(=O)C(C)(C)C)nc2ccccc21	-3%	26%	-6	-15%	-14%	-10%	2%	2%	-2%[59 µM]
COc1ccc(C(=O)C2CCCN(S(=O)(=O)c3ccc(C(C)=O)cc3)C2)c(C)c1 (centres undefined)	-4%	39%[activator]	0	-16%	3%	-12%	-3%	-1%	?
O=C(Cn1nc(-c2ccccc2Cl)ccc1=O)Nc1ccccc1-c1ccccc1	4%	38%[activator]	-1	-23%	-19%	-16%	14%	-12%	6%
CCOCCn1c(N2CCCC2)nc2c1c(=O)n(C)c(=O)n2C	-7%	35%	0	-8%	-12%	4%	-4%	3%	71µM*
CCCN1CCC(Oc2cccc(C(=O)NCCc3ccccc3)c2)CC1	0%	12%	-1	-10%	-10%	-18%	3%	1%	.
CCCCCN(C(=O)CCC(=O)OCC(=O)N(CC)c1ccccc1)c1c(N)n(CCCC)c(=O)[nH]c1=O	-4%	7%	-9	-1%	-14%	11%	-5%	-12%	-45%
O=C(N/N=C/c1cccnc1)c1[nH]ncc1Br	0%	17%	-2	-8%	-22%	-9%	3%	-6%	-46%
CC(C)=C(NC(=O)c1ccccc1)C(=O)N1CCOCC1	8%	12%	-1	-6%	-6%	-1%	-1%	-6%	-8%
O=C(COC(=O)c1ccccc1Sc1ccc(C(F)(F)F)cc1[N+](=O)[O-])NC(=O)NC1CCCC1	2%	-13%	4	?	-18%	?	-1%	i	?
CCOC(=O)CN1CCc2c(C)nc3c(-c4ccc(OC)c(OC)c4)cnn3c21	12%	25%	1	-16%	-15%	9%	7%	6%	?
COc1ccccc1N=CC=C1OC(C)(C)C(C)(C)O1	-1%	30%	-2	-31%	-12%	?	-2%	-7%	?
CCCN1CCN(C(=O)c2ccc3nc(CC)c(CC)nc3c2)CC1	-3%	25%	10	11%	-6%	2%	-1%	-5%	-11%
Cc1ccc(C)c(N(C)C(=O)COc2cc(=O)n(C)c3ccccc23)c1	-5%	39%[activator]	3	-6%	4%	6%	0%	1%	-2%
O=c1c2ccccc2[nH]c(=S)n1CCCN1CCC(Cc2ccccc2)CC1	2%	14%	2	-31%	-22%	?	0%	.	?
COc1ccc2[nH]c(=O)c(C3c4cc(OC)c(OC)cc4CCN3C(=O)c3ccco3)cc2c1 (centres undefined)	10%	-11%	2	-24%	-17%	?	3%	i	?
CC(C)CNc1nnnc2c1sc1nc(N3CCOCC3)c3c(c12)CC(C)(C)SC3	17%	21%	1	-16%	-15%	-4%	50%[activator]	i	-10%[59 µM]
O=C(CCC(=O)Nc1ccccc1)NNS(=O)(=O)c1ccccc1[N+](=O)[O-]	0%	11%	-2	-11%	-14%	-13%	-2%	4%	3%
CCc1nnc(NC(=O)C2Cc3ccccc3CN2S(=O)(=O)c2ccc(C)cc2)s1 (centres undefined)	-20%	0%	-11	?	-19%	?	29%	-4%	40µM*
Cc1cc(C)c(S(=O)(=O)N2CCOC2CNC(=O)C(=O)NCCCN2CCCC2=O)c(C)c1 (centres undefined)	-5%	23%	-1	2%	-18%	-4%	-4%	i	40%

Only part of the results is shown; the hit share may differ from the screen's.
